IMPase cell inh – cell-permeable inhibitors of inositol monophosphatase (IMPase). CHO-M1 cells, IP1 accumulation, HTRF TR-FRET ratio. 120,000 tested, under 10 active. AID 901. inhibition (IP1 accumulation), % at 46.1 µM. P97697; active means well fitted curve in the direction sought with a large enough effect in the signal ratio, not every such curve was filed as active; inconclusive means small, poorly fitted or top-dose-only effect, or a change in a side signal; inactive means no such curve, though single readings can be large or run the other way; the % refers to the signal ratio;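 further: cells stimulated with carbachol in lithium chloride buffer; plate controls were DMSO basal wells for no effect and reference inhibitor wells for full effect; higher means more IMPase inhibition seen as more IP1 and lower FRET ratio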
Target sequence (P97697 whole entry, looked up): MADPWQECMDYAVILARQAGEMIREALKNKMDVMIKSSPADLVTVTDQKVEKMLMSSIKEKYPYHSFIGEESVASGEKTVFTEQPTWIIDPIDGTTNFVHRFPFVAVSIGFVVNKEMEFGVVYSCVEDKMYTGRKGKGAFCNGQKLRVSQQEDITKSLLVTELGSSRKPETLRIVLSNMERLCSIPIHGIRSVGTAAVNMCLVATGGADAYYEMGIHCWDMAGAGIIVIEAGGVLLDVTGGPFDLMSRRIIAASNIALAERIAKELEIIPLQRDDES
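CHO-M1, 2000 cells/well, cultured 16–30 h; cpd up to 46 uM; carbachol (50 uM solution, stimulation buffer w/ 50 mM LiCl, pH 7.4), 30 min 37C; IP-One TR-FRET, 10 min RT; Ex 320/Em 665, 620; Hill-fit AC50.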
PNC inhibitor – inhibitors of perinucleolar compartment assembly. PC3M PTB-GFP, PNC prevalence imaging, 16 h; hits give low values. 3.1% of 140,000 active. activity change (PNC), negative = inhibition, % at 10 µM. AID 2417;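 active means readout at or below -70, meaning at least 70% loss of cells showing the perinucleolar compartment, a nuclear body marking cancer cells; inconclusive means readout between -30 and a set limit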;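 further: plate controls were DMSO wells for no effect and camptothecin positive control wells for full effect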
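Read-out is percentage of cells bearing a perinucleolar compartment, from automated 20x imaging of fixed, Hoechst-stained PC3M PTB-GFP cells. Cells were seeded 4 h, then exposed 16 h to compound (23 nl of library stock) in duplicate plates.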
ALOX15B inhib – inhibitors of human 15-lipoxygenase 2 (ALOX15B) | Potency, µM (titrated, usually from 57.1 µM), without a hit: top-dose activity change, negative = inhibition, actives largely listed as inhibitors | purified 15hLO-2, xylenol orange hydroperoxide absorbance | 0.56% of 110,000 active | O15296; further: potency means the concentration at half of the fitted maximal effect; nearly all actives have a fitted effect of over 60% in size; many of its hits are not listed in these tables
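Read-out: hydroperoxide product oxidises ferrous iron, measured as xylenol orange complex via the 573-to-405 nm absorbance ratio after 30 min. Reaction: 50 nM enzyme, 15 min compound preincubation, 45 uM arachidonic acid, 90 min RT, Hepes pH 7.5 with Triton X-100.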
12-hLO inh – inhibitors of human 12-lipoxygenase (ALOX12); purified 12-hLO, xylenol orange hydroperoxide absorbance; Potency, µM (highest dose often 57.1 µM), inactives show at the highest dose activity change, negative = inhibition, hits mostly inhibitors; 0.12% of 150,000 active; AID 1452; further: potency means the concentration at half of the fitted maximal effect; nearly all actives have a fitted effect of over 55% in size; many of its hits are not listed in these tables
Target sequence (P18054 whole entry, looked up): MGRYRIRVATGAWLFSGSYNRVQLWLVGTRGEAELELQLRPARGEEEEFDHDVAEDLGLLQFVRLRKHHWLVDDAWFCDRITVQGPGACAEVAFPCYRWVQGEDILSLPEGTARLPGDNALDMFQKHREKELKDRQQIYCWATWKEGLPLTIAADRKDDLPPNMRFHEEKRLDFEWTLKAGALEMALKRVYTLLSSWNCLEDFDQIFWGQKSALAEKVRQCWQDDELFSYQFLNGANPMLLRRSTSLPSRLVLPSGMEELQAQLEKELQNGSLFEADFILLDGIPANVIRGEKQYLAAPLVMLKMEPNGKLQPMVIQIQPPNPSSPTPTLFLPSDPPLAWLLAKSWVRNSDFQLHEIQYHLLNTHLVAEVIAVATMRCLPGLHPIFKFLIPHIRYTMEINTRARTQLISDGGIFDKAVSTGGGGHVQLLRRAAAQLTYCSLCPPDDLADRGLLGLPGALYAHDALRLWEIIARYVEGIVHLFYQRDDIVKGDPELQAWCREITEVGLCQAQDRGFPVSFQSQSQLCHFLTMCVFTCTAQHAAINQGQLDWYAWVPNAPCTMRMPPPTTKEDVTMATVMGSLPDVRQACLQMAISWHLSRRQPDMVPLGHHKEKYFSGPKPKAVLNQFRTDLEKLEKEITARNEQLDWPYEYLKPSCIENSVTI
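Lipoxygenase turnover measured by absorbance at 573 and 405 nm after Fe-XO development. Human 12hLO 150 nM, arachidonate 40 uM, pH 7.0 Hepes buffer with detergent; 15 min compound preincubation, 30 min reaction.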
Active calls of the source: *; ? = inconclusive; . = not tested or not shown; [ ] = dose if it differs, or a comment. Unless noted, the call rests on the fitted dose curve; in most records, active means well fitted curve in the direction sought with a large enough effect; inconclusive means small, poorly fitted or top-dose-only effect, or another doubt; inactive means no such curve, though single readings can be large; an effect the other way counts as inactive or inconclusive. Unless noted, on the % scale 0 is the no-effect control and ±100 the full control effect. This is a subset; rates above refer to the full screens.

Assay codes – A = IMPase cell inh; B = PNC inhibitor; C = ALOX15B inhib; D = 12-hLO inh
> O=C(Nc1ccc2c(c1)OCO2)c1noc2c1CCCCC2
  A = 2.5	B = 20.4	C = 0.0%	D = -9.7%
> O=C(NCc1ccc2c(c1)OCO2)C(C(=O)c1ccccc1)n1cc(Cl)ccc1=O (stereo not given)
  A = -1.4	B = 23.0	C = .	D = -1.2%
> Cc1ccc(Nc2nnc(SCC(=O)NC3CCCc4ccccc43)s2)cc1 (stereo not given)
  A = 14.4	B = 9.8	C = .	D = 1.2%
> CC(C)CC(=O)NCCc1ccncc1
  A = 4.6	B = -21.1	C = -3.3%	D = 4.3%
> Cc1ccc(NC(=O)c2ccc(OC(=O)c3cc4ccccc4o3)cc2)cc1
  A = -3.0	B = -29.7	C = ?	D = 6.0%
> O=C(c1cccc(N2CCCC2=O)c1)N1CCOCC1
  A = 13.8	B = -8.6	C = -6.6%	D = -5.0%
> COc1ccc(/C=N/NC(=O)c2cccc(OC(F)(F)C(F)F)c2)c(OC)c1OC
  A = .	B = 1.6	C = .	D = -3.7%
> COc1cc(/C=N/NC(N)=O)c(Br)cc1OCC(=O)Nc1ccccc1C
  A = 0.4	B = -4.1	C = -11.8%	D = -0.9%
> CCC(C)NC(=O)C1(C)CCC(=O)N1Cc1ccccc1OC (stereo not given)
  A = -0.7	B = ?	C = 0.5%	D = -4.0%
> O=c1[nH]c2cc3c(cc2cc1C(c1nnnn1C1CCCCC1)N1CCSCC1)OCCO3 (stereo not given)
  A = -7.0	B = 227.4	C = .	D = -1.9%
> O=C1Nc2ccc(Cl)cc2C12Nc1ccccc1-c1nnc(SCc3ccccc3F)nc1O2 (stereo not given)
  A = .	B = ?	C = .	D = -14.6%
> COc1ccc(S(=O)(=O)NCc2ccc3c(c2)cc(C)n3C)cc1
  A = -7.9	B = 16.0	C = -2.5%	D = -0.4%
> COCCNCc1ccccc1
  A = -4.5	B = -24.3	C = -1.0%	D = 4.3%
> CCOC(=O)Cn1c(=NC(=O)c2sc3ccccc3c2Cl)sc2cc(S(N)(=O)=O)ccc21
  A = .	B = 36.5	C = .	D = 4.6%
> CCCn1c(=O)c2[nH]c(-c3ccc(S(=O)(=O)O)cc3)nc2n(CCC)c1=O
  A = -24.1	B = .	C = -9.7%	D = -2.9%
> CCNc1nc(SCCOc2ccccc2)nc(N(C)C)n1
  A = 5.1	B = ?	C = 21.2%	D = -9.8%
> COc1ccc(CNc2cc(C)ccc2C)c(OC)c1OC
  A = 1.3	B = 1.5	C = 6.1%	D = -4.5%
> COC(=O)N1CCC[C@@]2(CCN(Cc3cc(C(F)(F)F)cc(C(F)(F)F)c3)C2)C1
  A = .	B = .	C = 3.2%	D = 0.1%
> CC(c1ccccc1)C1NC(C(=O)O)CS1 (stereo not given)
  A = -0.4	B = 42.7	C = -3.3%	D = -3.9%
> CCCCCC(=O)O[C@H](CC(=O)O)C[N+](C)(C)C
  A = 4.3	B = .	C = 5.1%	D = 0.6%
> O=C(Cn1c(C(F)(F)F)nc2ccccc21)NCCCN1CCOCC1
  A = -9.7	B = ?	C = .	D = -0.1%
> CCN(CC)S(=O)(=O)c1cc(NC(=O)CCNC(=O)c2ccccc2Cl)ccc1C
  A = .	B = 20.2	C = .	D = -1.6%
> O=C(Nc1ccccc1N1CCOCC1)C1CCN(S(=O)(=O)c2ccccc2F)CC1
  A = .	B = 19.6	C = .	D = 1.4%
> COc1cccc2c(=O)c3cccc(N)c3[nH]c12
  A = .	B = 9.8	C = .	D = 0.3%
> CCOC(=O)C(C)Oc1cccc2c(=O)n(CC(=O)NCCc3ccc(OC)c(OC)c3)ccc12 (stereo not given)
  A = .	B = 32.5	C = .	D = 1.2%
> CCN=c1scc(-c2ccccc2)n1/N=C/c1ccccn1
  A = .	B = -125.2*	C = .	D = 2.6%
> CCC(C)[C@H](NC(=O)OC(C)(C)C)c1nnc(SCc2c(C)[nH]c(=O)[nH]c2=O)o1 (stereo not given in full)
  A = 0.8	B = 35.1	C = -5.3%	D = -6.2%
> CCOc1ccc(NC2=NCC(=O)N2Cc2cccs2)cc1
  A = 2.9	B = -104.8*	C = -2.9%	D = 0.7%
> Cc1ccccc1NC(=O)OCc1cccnc1Sc1ccc(Cl)cc1
  A = -3.1	B = -13.0	C = 6.6%	D = -9.0%
> Clc1ccc(SCc2cc(-c3ccccc3)on2)cc1
  A = 5.7	B = -4.9	C = 6.6%	D = -3.7%
> CSc1nnc(-c2cc[n+](C)cc2)n1CCO
  A = .	B = -22.4	C = .	D = -2.0%
> Cc1cccc(C(=O)NCCCN2CCCC2=O)c1
  A = -1.2	B = 22.1	C = 1.1%	D = 1.5%
> CC(C)n1c(C(O)c2ccc3c(c2)OCO3)nc2ccccc21 (stereo not given)
  A = -4.3	B = ?	C = 33.0%[activator]	D = -9.5%
> COC(=O)C(C)Sc1nc2c(c(=O)[nH]c(=O)n2C)n1CCC(C)C (stereo not given)
  A = -2.8	B = -0.4	C = .	D = -5.1%
> Cc1noc(C)c1CSCC(=O)OCc1nc2ccccc2c(=O)n1CC#N
  A = 1.6	B = -25.3	C = -16.0%	D = -4.9%
> CCc1nc2oc3ccccc3c(=O)c2c(=O)n1Cc1ccccc1
  A = 2.4	B = 15.7	C = 0.8%	D = -10.9%
> CCc1ccc2oc(-c3cc(N)ccc3Cl)nc2c1
  A = -10.3	B = 12.0	C = 18.9%	D = -21.3%
> CC1CCCCC1NC(=O)CC1Oc2ccccc2NC1=O (stereo not given)
  A = 7.1	B = 16.7	C = 1.2%	D = 0.1%
> CCOCC(=O)Nc1nnc(SCCOC)s1
  A = 1.3	B = 2.4	C = -2.2%	D = -3.0%
> O=C1CC(N2CCCCCC2)C(=O)N1c1ccc2c(c1)OCO2 (stereo not given)
  A = 14.4	B = 36.3	C = -20.2%	D = -1.3%
> NS(=O)(=O)c1ccc(NC(=O)CSc2nc3ccccc3n2-c2ccccc2)cc1
  A = 2.0	B = -24.3	C = .	D = -0.4%
> N/C(Cc1ccc(Cl)cc1Cl)=N\OC(=O)Cc1cccs1
  A = .	B = -123.8*	C = .	D = -0.4%
> Cc1ccc(C)c(NC(=O)c2ccc[n+](Cc3ccc([N+](=O)[O-])cc3)c2)c1
  A = 8.0	B = 46.0	C = .	D = 5.5%
> O=C(Nc1ccc(N2CCCC2)c(S(=O)(=O)Nc2cccc(C(F)(F)F)c2)c1)c1cccs1
  A = .	B = 77.7	C = .	D = -3.8%
> CC(NCc1ccc2c(c1)OCO2)C(=O)N1CCc2ccccc21 (stereo not given)
  A = -1.6	B = 1.0	C = .	D = -0.5%
> CC(C)c1nc(Cl)c(C#N)c2c1CSC(C)(C)C2
  A = 4.1	B = 13.2	C = .	D = -2.1%
> CCCCCCCCCC[n+]1cccc(C(=O)N(CC)CC)c1
  A = .	B = ?	C = .	D = -0.5%
> CCOc1cc(C(=O)N2CCCC2)cc(OCC)c1OCC
  A = -0.3	B = 3.2	C = 2.1%	D = -6.2%
> O=C(CSCc1ccccc1Br)NC1CC1
  A = .	B = -15.7	C = .	D = -1.7%
> Cc1nn(-c2ccccc2)c(-c2ccccc2)c1C(=O)O
  A = -2.5	B = 16.8	C = -7.0%	D = -0.4%

Compound profiles, as listed above. Order of screens: IMPase cell inh | PNC inhibitor | ALOX15B inhib | 12-hLO inh
Profile of `CCc1ccc2oc(-c3cc(N)ccc3Cl)nc2c1` : -10.3 | 12.0 | 18.9% | -21.3%
Profile of `CCC(C)[C@H](NC(=O)OC(C)(C)C)c1nnc(SCc2c(C)[nH]c(=O)[nH]c2=O)o1` (stereo not given in full) : 0.8 | 35.1 | -5.3% | -6.2%

(more compounds)
Assay codes – A = IMPase cell inh; B = PNC inhibitor; C = ALOX15B inhib; D = 12-hLO inh
> Cc1cccc(CSc2nc3c(c(-c4cccs4)c2C#N)CN(C)CC3)c1
  A = .	B = -25.3	C = .	D = -3.5%
> CCCCN(C)C(=O)CS(=O)(=O)Cc1nc(-c2cccc(OC)c2)oc1C
  A = 2.6	B = ?	C = -3.2%	D = -0.2%
> C[N+]1(C)CCC(=C2c3ccccc3CC(=O)c3sccc32)CC1
  A = 21.5	B = -8.9	C = ?	D = -6.4%
> CSc1ccccc1NC(=O)c1c(Br)cnn1C
  A = -4.4	B = ?	C = -5.9%	D = -2.2%
> Cn1cc(CC(=O)Nc2cccc(C#N)c2)c2ccccc21
  A = 3.8	B = -1.8	C = -5.3%	D = -0.9%
> S=C(NCc1ccc(Cl)cc1)Nc1ccc(Cl)cc1Cl
  A = 4.0	B = -12.3	C = .	D = -3.2%
> O=C(CSCC(=O)OCC(=O)c1ccc(Br)cc1)Nc1cccc2ccccc12
  A = -1.1	B = 34.3	C = 0.6%	D = -3.8%
> CC1CCCN(Cc2nc3c(c(=O)n(C)c(=O)n3C)n2Cc2c(F)cccc2Cl)C1 (stereo not given)
  A = 3.8	B = -11.5	C = 7.0%	D = -0.6%
> Cc1ccccc1C1CC(c2ccc(Br)cc2)Nc2nc(N)nn21 (stereo not given)
  A = -1.9	B = -21.0	C = .	D = -0.4%
> CC1CCCCN1C(=O)CSCC(=O)Nc1nc(-c2cccs2)cs1 (stereo not given)
  A = -4.8	B = ?	C = .	D = -6.0%
> N#CCCn1c(=O)c(-c2cc(F)cc(F)c2)nc2cnc(Oc3cccc(Cl)c3)nc21
  A = .	B = .	C = -10.3%	D = -4.8%
> COC(=O)c1ccc(CNCC(=O)Nc2ccc(C(=O)OC)cc2)cc1
  A = .	B = 16.7	C = .	D = 2.4%
> Cc1cc(C)cc(OCC(=O)Nc2nonc2NC(=O)COc2cc(C)cc(C)c2)c1
  A = 3.5	B = ?	C = ?	D = -1.7%
> Cc1ccc(C(=O)NC2CC3CCCC(C2)N3C(=O)NC2CCCCC2)cc1 (stereo not given)
  A = -11.4	B = ?	C = .	D = 5.3%
> COC(=O)[C@@]1(Cc2ccccc2)[C@H]2c3cc(C(=O)N(C)C)n(CCN4CNCC4=O)c3C[C@H]2CN1C(=O)c1ccccc1
  A = .	B = .	C = 3.5%	D = -1.5%
> CN(C(=O)c1ccccc1)C1(C)CCS(=O)(=O)C1 (stereo not given)
  A = 3.4	B = 1.6	C = -4.1%	D = -10.1%
> CCOC(=O)CSc1nnc(-c2cccs2)n1-c1ccccc1
  A = -27.0	B = 4.6	C = 6.3%	D = -0.2%
> CCCC(=O)N1CCN(c2ccc(NC(=S)NC(=O)CC)cc2)CC1
  A = -2.7	B = 9.6	C = -0.3%	D = -1.1%
> Cc1cccc(C(=O)N/N=C/c2ccc[nH]2)c1
  A = .	B = 35.7	C = .	D = -3.0%
> C=CCn1c(SCC(=O)C(C)(C)C)nnc1-c1ccccn1
  A = 2.3	B = 187.6	C = .	D = -0.4%
> COCCNC(=O)c1noc2c1CCc1cc(OC)ccc1-2
  A = -7.2	B = 37.4	C = 6.6%	D = -3.2%
> COc1cc(C=O)ccc1OS(=O)(=O)c1ccc(NC(C)=O)cc1
  A = .	B = 10.7	C = .	D = -0.5%
> Cc1cccc(CSC2=NCCN2C(=O)c2ccc(Br)o2)c1
  A = 11.8	B = ?	C = 9.8%	D = 0.1%
> COc1ccc(OC)c(/C=N/NC(=O)CCCC(=O)Nc2cccc(Br)c2)c1
  A = 1.3	B = 24.9	C = 18.3%	D = -1.4%
> c1ccc(-c2nnc3ccc(N4CCCC4)nn23)cc1
  A = 4.9	B = -7.4	C = -1.8%	D = -0.2%
> N#CC1=C(N)SC(C(=O)c2ccccc2)C1c1cccs1 (stereo not given)
  A = ?	B = 38.6	C = .	D = -4.7%

Reprinted at random: 3 entries already listed, in no set order.
Assay codes – A = IMPase cell inh; B = PNC inhibitor; C = ALOX15B inhib; D = 12-hLO inh
> O=C(CSCc1ccccc1Br)NC1CC1
  A = .	B = -15.7	C = .	D = -1.7%
> COc1cccc2c(=O)c3cccc(N)c3[nH]c12
  A = .	B = 9.8	C = .	D = 0.3%
> COc1cc(/C=N/NC(N)=O)c(Br)cc1OCC(=O)Nc1ccccc1C
  A = 0.4	B = -4.1	C = -11.8%	D = -0.9%

Screening data (PubChem)
